Screening results deposited in PubChem by Johns Hopkins Ion Channel Center.
MrgX1 antagonist = antagonists of human MrgX1 receptor | Q96LB2 | MRGX1-HEK293 calcium flux, Fluo-4, BAM8-22 antagonism; stronger effect = lower value | B-score at 10 µM | 1.3% of 310,000 active;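 active means calcium-response B-score plate-corrected more than 3 library SD below zero, starting fluorescence within 5 deviations, no agonist response on first addition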;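 further: peak minus trough fluorescence over baseline after final BAM8-22 challenge near maximal dose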
Target sequence (Q96LB2 whole entry, looked up): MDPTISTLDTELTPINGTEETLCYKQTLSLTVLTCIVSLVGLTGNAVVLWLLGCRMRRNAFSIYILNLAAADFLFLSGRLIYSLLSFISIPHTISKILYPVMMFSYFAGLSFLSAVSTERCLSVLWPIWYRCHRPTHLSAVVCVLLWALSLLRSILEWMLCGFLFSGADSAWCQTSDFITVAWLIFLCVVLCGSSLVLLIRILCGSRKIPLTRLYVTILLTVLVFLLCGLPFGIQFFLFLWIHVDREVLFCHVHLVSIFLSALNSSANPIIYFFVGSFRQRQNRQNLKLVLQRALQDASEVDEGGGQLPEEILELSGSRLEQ
RGS4 inh = human RGS4 inhibition; P49798; HEK293 M3R/RGS4 inducible, Fluo-4 calcium flux; stronger effect = higher value; triggered by carbachol at its EC20; B-score at 10 µM; 0.45% of 310,000 active;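 active means B-score, a plate-corrected calcium signal, over three deviations above library mean, with baseline fluorescence within five deviations of library mean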;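 further: RGS4 expression induced by doxycycline in cells with stable M3 receptor; B-score is computed from the integrated fluorescence ratio over baseline after carbachol; higher B-score means a larger calcium signal and so more RGS4 inhibition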
Target sequence (P49798 whole entry, looked up): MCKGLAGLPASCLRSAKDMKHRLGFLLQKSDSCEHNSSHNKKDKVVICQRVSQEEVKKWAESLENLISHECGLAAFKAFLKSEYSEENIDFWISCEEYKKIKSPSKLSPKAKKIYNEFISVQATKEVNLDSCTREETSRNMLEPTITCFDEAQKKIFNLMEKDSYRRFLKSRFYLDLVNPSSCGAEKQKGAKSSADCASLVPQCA
TMEM16A act = mouse TMEM16A channel activation, primary screen | 0.3% of 340,000 active | AID 623877 | B-score at 10 µM | Q8BHY3 | HEK293 TMEM16A/YFP-H148Q/I152L, iodide quench fluorescence; stronger effect = lower value;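 active means fluorescence-ratio B-score plate-corrected deviation score at least 3 library SD below zero, with starting fluorescence score within 5 deviations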;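 further: channel opened by trigger with iodide after compound preincubation; score built on the fluorescence ratio of max minus min over baseline; more negative score means more quench and so TMEM16A activation or potentiation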
MrgX1 PAM = allosterically activates human MrgX1 receptor signaling; Q96LB2; MrgX1-HEK293, Fluo-4 calcium flux, FDSS; stronger effect = higher value; B-score at 10 µM; 0.63% of 310,000 active;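 active means plate-corrected calcium response at least 3 library SD above typical, normal starting fluorescence, not activating the receptor alone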;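 further: compound read alongside a low EC10 to EC30 dose of BAM8-22 agonist; peak minus trough fluorescence over baseline measured at the second addition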
TRPC4 block = inhibitors of mouse TRPC4 channel; Q9QUQ5; HEK293 TRPC4beta/mu-opioid, DAMGO-evoked Fluo4 calcium flux; stronger effect = lower value; B-score at 10 µM; 0.39% of 300,000 active;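 active means B-score over 3 SD under the library average, no early fluorescence shift, positive overall ratio signal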
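Material: HEK293 cells with stable TRPC4beta plus mu-opioid receptor expression / Probe or stimulus: DAMGO in two steps, submaximal then maximal / Compound: single concentration per test compound / Technique: kinetic Fluo4 fluorescence imaging of calcium influx / Read-out: per-well B score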
TRPC6 activator = mouse TRPC6 channel activation; Q61143; HEK293-TRPC6 membrane potential dye fluorescence; stronger effect = higher value; B-score at 10 µM; 0.13% of 310,000 active; AID 2550;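 active means B-score of the integrated fluorescence ratio above library mean plus 3 SD, and starting fluorescence ratio within library mean plus 5 SD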;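 further: higher score means more depolarization so channel activation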
MrgX1 ag = agonists of human MrgX1 receptor; Q96LB2; MrgX1-HEK293 cells, Fluo-4 calcium fluorescence, agonist mode; stronger effect = higher value; B-score at 10 µM; 0.44% of 310,000 active; AID 588627;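 active means calcium response B-score plate-corrected fluorescence ratio at least 3 library SD, with starting fluorescence B-score inside 5 SD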
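Test system: HEK293 cells stably expressing human MrgX1 receptor; Input: fifteen thousand cells per well; Dosing: compound delivered in addition one of three; Schedule: overnight seeding, then 1 h dark dye loading; Technique: Fluo-4 NW calcium fluorescence; Measure: B-scored fluorescence response ratio; Controls: positive and negative controls per plate.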
TRPC4 agonist = activators of mouse TRPC4 channel; 0.49% of 310,000 active; HEK293 TRPC4beta/mu-opioid, Fluo4 calcium fluorescence; stronger effect = higher value; Q9QUQ5; B-score at 10 µM; AID 2237;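 active means B-score above 5 SD of library B-scores, and initial fluorescence ratio not above library mean plus 5 SD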;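 further: positive B-score marks a calcium rise read as TRPC4 activation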
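Assay system: HEK293 stable line with TRPC4beta plus mu-opioid receptor. Times: dye 45 min RT, read 110 s. Measured by: kinetic Fluo4 calcium fluorescence. Measure: B score of integrated ratio. Controls: assay buffer as low control, maximal DAMGO as high control.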
TRPC6 inhibitor = inhibitors of mouse TRPC6 channel | Q61143 | HEK293-TRPC6, membrane potential dye, ACh-evoked depolarization; stronger effect = lower value | 1.1% of 310,000 active | B-score at 10 µM;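 active means B-score under library mean minus 3 SD, initial fluorescence not abnormally high, positive integrated signal ratio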;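 further: B-score derived from integrated fluorescence ratio over the kinetic read; more negative B-score means stronger inhibition of depolarization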
TRPC4 potent = allosteric potentiators of mouse TRPC4 channel; HEK293 TRPC4beta/mu-opioid, DAMGO EC20, Fluo-4 Ca2+ flux; stronger effect = higher value; 0.42% of 310,000 active; AID 2227; B-score at 10 µM; Q9QUQ5;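 active means B-score of calcium response area above 5 SD of library B-scores, with initial fluorescence ratio within 5 SD of library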;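 further: B-score of integrated fluorescence ratio over time as area under calcium response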
TMEM16A inh = inhibitors of mouse TMEM16A calcium-activated chloride channel; HEK293 TMEM16A/YFP iodide influx fluorescence, ionomycin; normalized B-score (activity score, 25-100; higher = stronger inhibition) at 10 µM; 1.2% of 310,000 active; AID 588511;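 active means ratio plate-corrected score three or more library SD toward inhibition, starting fluorescence score within five deviations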;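 further: score derived from kinetic fluorescence span divided by baseline fluorescence per well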
Numbers without * were called inactive; i = inactive; · = not tested or not shown. The order is random; overall some 5.8% were active at least once.

SMILES	MrgX1 antagonist	RGS4 inh	TMEM16A act	MrgX1 PAM	TRPC4 block	TRPC6 activator	MrgX1 ag	TRPC4 agonist	TRPC6 inhibitor	TRPC4 potent	TMEM16A inh
c1ccc(-c2ccc(-c3csnn3)cc2)cc1	i	i	i	i	i	i	i	i	i	i	i
CCCCCCOC(=O)CCn1[nH]c(=O)c2ccccc2c1=O	i	i	i	i	i	i	i	i	i	i	i
CCOC(=O)/C(=N\Nc1ccccc1Cl)N(C)C1CCCCC1	i	i	i	i	i	i	i	i	i	i	i
Cc1ccc(NC(=O)C2CCCN2C(=O)Oc2ccccc2)cc1 (configuration not stated)	i	i	i	i	i	i	i	i	i	i	i
CC(C)(C)NC(=O)NC(=O)CSc1ncn[nH]1	i	i	i	i	i	i	i	i	i	i	i
Cc1cc(N2C(=O)C(O)=C(C(=O)c3cccs3)C2c2ccccc2)no1 (configuration not stated)	i	i	i	i	i	i	i	i	i	i	i
O=c1[nH]c(Nc2nc3ccccc3o2)nc2c1CCCC2	i	i	i	i	i	i	i	i	i	i	i
CCOc1ccc(NC(=S)N2CCN(c3ccc(N4CCOCC4)nn3)CC2)cc1	i	i	i	i	i	i	i	i	i	i	i
CC1CCCCC1NC(=O)CNC(=O)c1ccco1 (configuration not stated)	i	i	i	i	i	i	i	i	i	i	i
COc1ccc(N2CCN(C(=O)CN(C)S(=O)(=O)c3cc(C)ccc3OC)CC2)cc1	i	i	i	i	i	i	i	i	i	i	i
CC(OC(=O)C1CSC2(C)CCC(=O)N12)C(=O)Nc1cccc(C#N)c1 (configuration not stated)	i	i	i	i	i	i	i	i	i	i	i
CC(=O)Nc1ccc(/C(C)=N/NC(=O)c2ccc(COc3ccccc3Cl)o2)cc1	i	i	i	i	i	i	i	i	i	i	i
Nc1nc(NCC2CCCO2)nc(Nc2ccc(F)cc2)c1[N+](=O)[O-] (configuration not stated)	i	i	i	i	i	i	i	i	i	i	i
O=C(Cn1nc(-c2ccccc2)ccc1=O)NCC1CCCO1 (configuration not stated)	i	i	i	i	i	i	i	i	i	i	i
Cc1c(NC(=O)OCCNC(=O)Nc2ccccc2)sc(=S)n1C	i	i	i	i	i	i	i	i	i	i	i
O=C(NNC(=O)c1ccncc1)Nc1cccc(C(F)(F)F)c1	i	i	i	i	i	i	i	i	i	i	i
Cc1cc(C)cc(NC(=O)C(NCCN2CCOCC2)c2ccccc2)c1 (configuration not stated)	i	i	i	i	i	i	i	i	i	i	i
COc1ccc2cc(CN(CCCN3CCOCC3)Cc3nnnn3C3CCCC3)c(=O)[nH]c2c1	i	i	i	i	i	i	i	i	i	i	i
O=C(CCCSc1nc2ccccc2[nH]1)NC1=NCCS1	i	i	i	i	i	i	i	i	i	i	i
C/C(=N\NC(=O)c1nnn(-c2nonc2N)c1CSc1ccccc1)c1ccc2c(c1)OCO2	i	i	i	i	i	i	i	i	i	i	i
N#Cc1ccc(Cn2ccnc2C(=O)Nc2ccccc2)cc1	i	i	i	i	i	i	i	i	i	i	i
CC(=O)C1=C(C)OC(N)=C(C#N)C1c1cc2cccc(C)c2nc1Cl (configuration not stated)	i	6.84*	i	i	i	i	i	i	i	i	i
C=CCN1CCN(C(=O)CSc2ccccc2)CC1	i	i	i	i	i	i	i	i	i	i	i
CCC(C)(C)NC(=O)CC(c1ccc(OC)cc1)n1cccc1 (configuration not stated)	i	i	i	i	·	i	i	i	i	i	i
Cc1c(C(=O)CN2CCCC(C)(C)C2)c2ccccc2n1C	i	i	i	i	i	i	i	i	i	i	i
Cc1ccc(NC(=S)Nc2ccc3cn[nH]c3c2)cc1C	i	i	i	i	i	i	i	i	i	i	i
CS(=O)(=O)Nc1ccc(-c2cc(/C=C3\SC(N)=NC3=O)c[nH]c2=O)cc1	i	i	i	i	i	i	i	i	i	i	i
Cc1cccc(CSC(=N)N)c1	i	i	i	i	i	i	i	i	i	i	i
CN(C)c1ccc(C(=O)Nc2ccc(S(=O)(=O)NC3=NCCCCC3)cc2)cc1	i	i	i	i	i	i	i	i	i	i	i
COc1ccc(NC(=O)CC(C)CC(=O)NCc2ccc(F)cc2)c(OC)c1 (configuration not stated)	i	i	i	i	i	i	i	i	i	i	i
Cc1ccc(S(=O)(=O)/N=C(/c2ccc(F)cc2)N2CCCC2)cc1	i	i	i	i	i	i	i	i	i	i	i
Cc1cccc(N2CCN(C(=O)Cn3nc(Cc4ccncc4)c4ccccc4c3=O)CC2)c1C	i	i	i	i	i	i	i	i	i	i	i
CC(C)Nc1c([N+](=O)[O-])c(=O)oc2ccccc12	i	i	i	i	i	i	i	i	i	i	i
CC(=O)NC1=NN(C(C)=O)C(C)(CCS(=O)(=O)c2ccc(Br)cc2)S1 (configuration not stated)	i	i	i	i	i	i	i	i	i	i	i
CCS(=O)(=O)c1ccc2oc(Nc3ccccc3Br)nc2c1	i	i	i	i	i	i	i	i	i	i	i
CC(=O)O/N=C/c1c(NCc2ccccc2)nc2c(C)cccn2c1=O	i	i	i	i	i	i	i	i	i	i	i
Cc1nn(C)c(NC(=O)c2ccc(Cl)cc2)c1Cl	i	i	i	i	i	i	i	i	i	i	i
CCN(CCNC(=O)C1CCN(S(=O)(=O)CC)CC1)c1ccccc1	i	i	i	i	i	i	i	i	i	i	i
O=C(NCc1nnnn1-c1ccc(F)c(F)c1)C(=O)c1c[nH]c2ccccc12	i	i	i	i	i	i	i	i	i	i	i
Cn1c(=O)[nH]c(Nc2ccccc2)c([N+](=O)[O-])c1=O	i	i	i	i	i	i	i	i	i	i	i
COc1cc(-c2nn3c(Cc4ccccc4)nnc3s2)cc(OC)c1OC	i	i	i	i	i	i	i	i	i	i	i
CCOC(=O)c1oc2ccccc2c1NC(=O)c1cc(OC)cc(OC)c1	i	i	i	i	i	i	i	i	i	i	i
CCC(=O)Nc1cccc(-n2nnnc2SCC(=O)N(C(C)C)C(C)C)c1	i	i	i	i	i	i	i	i	i	i	i
COCCN(Cc1cc2cc(C)cc(C)c2nc1Cl)C(=O)Nc1ccccc1	i	i	i	i	i	i	i	i	i	i	i
CCOc1ccccc1N(C(=O)CNS(=O)(=O)c1ccccc1)C(CC)C(=O)NCc1ccco1 (configuration not stated)	i	i	i	i	i	i	i	i	i	i	i
O=C1/C(=C/c2ccc(F)cc2)SC(=S)N1NS(=O)(=O)c1ccccc1	i	i	i	i	i	i	27.7*	i	i	i	i
Cc1ccc(S(=O)(=O)NCC(c2ccccc2)N2CCN(CCC#N)CC2)cc1 (configuration not stated)	i	i	i	i	i	i	i	i	i	i	i
CC(=O)c1cccc(NC(=O)c2onc(C)c2Cl)c1	i	i	i	i	i	i	i	i	i	i	i
CC(C)(C)c1ccc(C(=O)NC(=S)NNC(=O)c2cccs2)cc1	i	i	i	i	i	i	46.6*	339*	i	i	100*
COc1ccc(Nc2nc(-c3ccccc3)cs2)cc1	i	i	i	i	i	i	i	i	i	i	i
COCc1cc(C)nc(OCC(=O)N/N=C/c2ccc(C)o2)c1C#N	i	i	i	i	i	i	i	i	i	i	i
COc1ccc(/C=N/N2CCOCC2)cc1OCc1ccccc1	i	i	i	i	i	i	i	i	i	i	i
COc1ccc(C(=O)CC2(C(=O)O)CCCCC2)cc1	i	i	i	i	i	i	i	i	i	i	i
O=C(Nc1ccc(C(F)(F)F)cc1)C1CCCN1S(=O)(=O)c1cccc2cccnc12 (configuration not stated)	i	i	i	i	i	i	i	i	i	i	i
CC(=O)NCC1COc2ccccc2O1 (configuration not stated)	i	i	i	i	i	i	i	i	i	i	i
C/C(CC(=O)NC1CCCCC1)=N\NC(=O)c1ccc(Br)cc1	i	i	i	i	i	i	i	i	i	i	i
C/C(=N\NC(=O)CNC(=O)c1ccccc1Br)c1ccco1	i	i	i	i	i	i	i	i	i	i	i
O=C(CN1CCCc2ccccc21)NCc1ccccc1Cl	i	i	i	i	i	i	i	i	i	i	i
O=C(CN1C(=O)c2ccccc2C1=O)Nc1cccc(S(=O)(=O)Nc2ccccc2Cl)c1	i	i	i	i	i	i	i	i	i	i	i
COc1ccc(OC)c(-c2nn(-c3ccccc3)cc2C(=O)NCC(c2cccs2)N2CCOCC2)c1 (configuration not stated)	i	i	i	i	i	i	i	i	i	i	i

Single records, from the list above. Screens in order: MrgX1 antagonist | RGS4 inh | TMEM16A act | MrgX1 PAM | TRPC4 block | TRPC6 activator | MrgX1 ag | TRPC4 agonist | TRPC6 inhibitor | TRPC4 potent | TMEM16A inh
`Cc1ccc(S(=O)(=O)NCC(c2ccccc2)N2CCN(CCC#N)CC2)cc1` (configuration not stated) as listed: i | i | i | i | i | i | i | i | i | i | i
`O=C(CN1C(=O)c2ccccc2C1=O)Nc1cccc(S(=O)(=O)Nc2ccccc2Cl)c1` as listed: i | i | i | i | i | i | i | i | i | i | i

(more compounds)
SMILES	MrgX1 antagonist	RGS4 inh	TMEM16A act	MrgX1 PAM	TRPC4 block	TRPC6 activator	MrgX1 ag	TRPC4 agonist	TRPC6 inhibitor	TRPC4 potent	TMEM16A inh
Cc1ccc(-n2nc(CN3CCOCC3)c(-c3ccccc3)c2N)c(C)c1	i	i	i	i	i	i	i	i	i	i	i
CCOC(=O)N1CCN(C(=O)C(C)(C)Oc2ccc(Cl)cc2)CC1	i	i	i	i	i	i	i	i	i	i	i
CCN(CC)CCSc1nnc(Nc2ccccc2)n1-c1ccccc1	i	i	i	i	i	i	i	i	-7.76*	i	i
Cc1ccnc(NC(=O)CNC(=O)c2ccc3ccccc3c2)c1	i	i	i	i	i	i	i	i	i	i	i
O=C(O)c1cc(NN=C2CCN(Cc3ccccc3)CC2)ccc1Cl	i	i	i	i	i	i	i	i	i	i	i
CS(=O)(=O)N1CCN(c2ccc(NC(=O)COc3ccccc3)cc2)CC1	i	i	i	i	i	i	i	i	i	i	i
Cn1cccc1/C=N/NC(=O)CNc1cccc2ccccc12	i	i	i	i	i	i	i	i	i	i	i
COc1ccc(OC)c(C2/C(=C(/O)c3ccc(C)cc3)C(=O)C(=O)N2Cc2ccco2)c1 (configuration not stated)	i	i	i	i	i	i	i	i	i	i	i
CC(=O)c1ccc(S(=O)(=O)Nc2ccc(-n3c(C)nc4ccccc4c3=O)cc2)cc1	i	i	i	i	i	i	i	i	i	i	i
